IMP-1 inh: inhibitors of Pseudomonas aeruginosa IMP-1 metallo-beta-lactamase. inhibition, % at 5.6 µM. purified IMP-1, nitrocefin hydrolysis, epi-absorbance fluorescence. AID 1556. hit rate 0.45% among 290,000;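 active = inhibition above the mean plus 3 SD of all compounds in the same screening run, cut at about 4.5% in these data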;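 note: 0% = IMP-1 with DMSO and 100% = DMSO wells lacking enzyme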
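System: purified IMP-1 / Input: IMP-1 dispensed at 0.2 nM / Medium: 50 mM HEPES pH 7.1, 50 µM ZnSO4, 0.05% Brij 35 / Timing: 15 min enzyme–compound preincubation, then 25 min nitrocefin reaction, 25 °C / Technique: plate fluorescence quenching by hydrolysis product, ex 480/em 530 nm / Repeats: singlicate testing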
SUMO HTRF inh: blocks human SUMOylation mediated by UBC9 | P63279 | HTRF SUMOylation assay, SAE1/SAE2 + UBC9, in vitro | inhibition, % at 35 µM | hit rate 0.36% among 290,000 | AID 2006; in the data active = inhibition above about 50%, passing the limit was not always enough; note: strong numbers were not always called active
HCV NS3 hel inh: blocks Hepatitis C virus NS3 helicase unwinding; NS3 helicase DNA unwinding, Cy5 molecular beacon fluorescence; inhibition, % at 10.9 µM; hit rate 0.56% among 290,000;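 active = inhibition above the mean of all tested compounds plus 3 SD, set per campaign, cut at about 35% in these data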;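 note: 0% = DMSO wells and 100% = thioflavine S control wells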
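System: HCV NS3 helicase fragment; control set: DMSO and thioflavine S; technique: Cy5 fluorescence at 0 and 60 min, beacon hairpin quenching; reagent: beacon DNA duplex substrate plus ATP; replicates: singlicate; schedule: 1 h reaction at 25 °C, ATP-initiated; medium: MOPS buffer pH 6.5 with MgCl2, DTT, Tween20, BSA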
VIM-2 inh: blocks Pseudomonas aeruginosa VIM-2 metallo-beta-lactamase | purified VIM-2, nitrocefin hydrolysis, epi-absorbance fluorescence | inhibition, % at 5.6 µM | hit rate 0.89% among 290,000 | AID 1527;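 active = inhibition above the mean of all tested compounds plus 3 SD, cutoff set per screening run, cut at about 7.5% in these data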;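 note: red hydrolysis product quenches plate fluorescence so inhibitors raise well fluorescence; 0% = enzyme with DMSO and 100% = DMSO without enzyme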
GalR3 antagonist: antagonists of human GalR3; O60755; HEK293 GalR3-CNG cAMP membrane potential fluorescence; galR3 body fused to GalR1 C-terminus; inhibition, % at 3 µM; hit rate 0.44% among 360,000; AID 651719;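 active = inhibition above the screen-wide average plus 3 SD, cut at about 13% in these data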;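 note: forskolin and galanin both at EC90 stimulate the cells; cAMP rise reported by CNG channel membrane potential dye signal; 0% = forskolin plus galanin with DMSO and 100% = forskolin alone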
CRFR2-BP antag: blocks CRF-induced signaling of the CRF-BP/CRF-R2 complex | HEK293 CRF-R2/CRF-BP, CRF-induced calcium fluorescence | inhibition, % at 11.8 µM | hit rate 0.59% among 350,000 | AID 588475;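 active = inhibition of the ligand-induced calcium signal above about 50% at the single tested concentration, limit read from the data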
p-CIP stab down: p/CIP protein destabilization; Q05BA5; F442A p/CIP-EGFP cells, EGFP fluorescence, 16 h; decrease of EGFP signal, % at 10 µM; hit rate 0.01% among 290,000; AID 1984;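 active = EGFP signal decrease of at least 30% at 10 µM or well 3 SD below plate mean, unless failing retest; inactive = the rest, including hits failing retest or dose response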; note: some compounds called inactive have numbers as strong as hits; many of its hits are not listed in these tables
IDE cell inh: inhibits human insulin-degrading enzyme in HEK cells. FAbetaB cleavage, fluorescence polarization. P14735. inhibition, % at 5.59 µM. AID 434962. hit rate 0.41% among 320,000;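 active = percent inhibition above the average of all tested compounds plus 3 SD, set per screening campaign, cut at about 16% in these data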;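 note: IDE supplied by intact live HEK cells; FP after avidin binding of uncleaved biotin substrate so inhibition keeps polarization high; 0% = DMSO wells and 100% = 60 µM reference IDE inhibitor Ii1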
Target sequence (P14735 whole entry, looked up): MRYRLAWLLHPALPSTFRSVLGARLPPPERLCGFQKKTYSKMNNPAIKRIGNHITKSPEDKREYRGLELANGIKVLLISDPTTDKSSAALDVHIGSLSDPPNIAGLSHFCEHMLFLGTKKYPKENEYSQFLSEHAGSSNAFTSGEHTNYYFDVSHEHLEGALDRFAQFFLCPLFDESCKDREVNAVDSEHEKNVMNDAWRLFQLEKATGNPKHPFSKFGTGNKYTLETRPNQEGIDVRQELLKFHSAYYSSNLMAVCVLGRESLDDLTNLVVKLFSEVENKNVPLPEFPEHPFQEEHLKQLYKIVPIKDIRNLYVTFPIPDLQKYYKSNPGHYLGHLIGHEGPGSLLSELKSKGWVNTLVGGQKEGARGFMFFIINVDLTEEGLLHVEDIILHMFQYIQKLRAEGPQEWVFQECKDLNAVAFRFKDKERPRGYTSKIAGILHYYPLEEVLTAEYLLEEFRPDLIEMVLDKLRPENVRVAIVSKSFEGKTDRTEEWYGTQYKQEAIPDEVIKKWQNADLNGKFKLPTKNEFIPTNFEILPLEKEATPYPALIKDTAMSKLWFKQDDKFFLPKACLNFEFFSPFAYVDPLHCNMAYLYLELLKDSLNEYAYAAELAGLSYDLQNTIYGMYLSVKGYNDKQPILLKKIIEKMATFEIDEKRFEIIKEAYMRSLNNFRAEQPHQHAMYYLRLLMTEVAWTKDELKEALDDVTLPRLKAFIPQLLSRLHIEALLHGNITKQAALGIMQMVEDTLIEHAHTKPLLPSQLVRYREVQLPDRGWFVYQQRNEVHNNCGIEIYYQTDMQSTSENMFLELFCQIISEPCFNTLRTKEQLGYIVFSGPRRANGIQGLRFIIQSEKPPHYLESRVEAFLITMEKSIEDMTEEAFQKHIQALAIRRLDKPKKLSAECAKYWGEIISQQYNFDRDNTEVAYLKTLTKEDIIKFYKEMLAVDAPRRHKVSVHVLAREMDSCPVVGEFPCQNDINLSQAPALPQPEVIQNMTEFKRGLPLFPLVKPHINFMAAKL
IDE act: activators of human insulin-degrading enzyme in cells; HEK cells, FAbeta-B cleavage, fluorescence polarization; 0% vehicle, 100% cell-free pure enzyme wells; activation, % at 5.96 µM; hit rate 0.073% among 340,000; AID 493087;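 active = activation above the mean of all tested compounds plus 3 SD, set per screening campaign, cut at about 17% in these data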
The depositor's hits bear a star. An unsorted share of the library. About 3.2% of those tested had a hit in this group.

`Cc1cc(C(=O)N2CCN(S(=O)(=O)c3ccccc3F)CC2)c(C)o1` gave IMP-1 inh -1.7, SUMO HTRF inh -4, HCV NS3 hel inh 3, VIM-2 inh -2.0, GalR3 antagonist 0, CRFR2-BP antag 11, p-CIP stab down 12, IDE cell inh 1 and IDE act -1.
For COc1ccc(CC(=O)Nc2ccc(S(=O)(=O)Nc3nccc(C)n3)cc2)cc1 the results were IMP-1 inh 1.9, SUMO HTRF inh 0, HCV NS3 hel inh -1, VIM-2 inh -1.9, GalR3 antagonist -4, CRFR2-BP antag -8, p-CIP stab down -3, IDE cell inh 1 and IDE act 1.
COc1ccc(C(=O)N2CCc3cc(OC)c(OC)cc3C2)cc1OC was read as IMP-1 inh -2.0, SUMO HTRF inh 25, HCV NS3 hel inh -1, VIM-2 inh -1.7, GalR3 antagonist -3, CRFR2-BP antag -25, p-CIP stab down -9, IDE cell inh -5 and IDE act 1.
Cc1cc2c(N)cccc2nn1 was read as IMP-1 inh 1.7, SUMO HTRF inh 77, HCV NS3 hel inh 30, VIM-2 inh -0.3, GalR3 antagonist -3, CRFR2-BP antag 12, p-CIP stab down -14, IDE cell inh -2 and IDE act 5.
`CCOc1ccc(CN(C)C(=O)CCNC(=O)c2ccco2)cc1` gave GalR3 antagonist -3, CRFR2-BP antag 1, IDE cell inh -3 and IDE act 4.
Screening Cc1nn(CC(C)C)c(Cl)c1C(=O)N(c1ccc(Cl)cc1F)S(C)(=O)=O returned IMP-1 inh -4.9, SUMO HTRF inh -4, HCV NS3 hel inh -11, VIM-2 inh -3.0, GalR3 antagonist -10, CRFR2-BP antag -1, p-CIP stab down -9, IDE cell inh 9 and IDE act 3.
For Cc1[nH]c2ccccc2c1C(=O)C(C)OC(=O)c1ccc(NC(=O)CC#N)cc1 (stereo not drawn) the results were GalR3 antagonist 4, CRFR2-BP antag -20, IDE cell inh 11 and IDE act -1.
`COc1cc(/C=N/NC(=O)CCC(=O)Nc2ccc(C)cc2)ccc1O` gave IMP-1 inh -1.1, SUMO HTRF inh -12, HCV NS3 hel inh -2, VIM-2 inh 1.2, GalR3 antagonist -3, CRFR2-BP antag 13, p-CIP stab down -2, IDE cell inh 1 and IDE act -2.
For CC(=O)c1c(COC(=O)c2cccc(C)c2)nc2ccccc2[n+]1[O-] the results were IMP-1 inh -3.8, SUMO HTRF inh 9, HCV NS3 hel inh -6, VIM-2 inh -1.3, GalR3 antagonist -1, CRFR2-BP antag 2, p-CIP stab down 3, IDE cell inh -2 and IDE act 6.
Screening Fc1ccccc1CSc1ncnc2c1oc1ccccc12 returned IMP-1 inh -1.5, SUMO HTRF inh 8, HCV NS3 hel inh 1, VIM-2 inh -1.4, GalR3 antagonist -2, CRFR2-BP antag 9, p-CIP stab down -12, IDE cell inh -4 and IDE act 1.
For C=CCn1c(SCC(=O)N2CCc3ccccc3C2)nc2ccccc2c1=O the results were IMP-1 inh -1.2, SUMO HTRF inh 5, HCV NS3 hel inh -3, VIM-2 inh -2.6, GalR3 antagonist -4, CRFR2-BP antag 20, p-CIP stab down -7, IDE cell inh 4 and IDE act -4.
Screening O=C(NCCCN1CCCC1=O)c1cc(=O)c2ccccc2o1 returned IMP-1 inh -2.4, SUMO HTRF inh 25, HCV NS3 hel inh -2, VIM-2 inh -2.6, GalR3 antagonist 7, CRFR2-BP antag 0, p-CIP stab down -9, IDE cell inh 1 and IDE act 3.
`Cc1cccc2c(CC(=O)Nc3ccccc3)noc12` gave IMP-1 inh -2.6, SUMO HTRF inh -2, HCV NS3 hel inh -1, VIM-2 inh -5.3, GalR3 antagonist 1, CRFR2-BP antag -1, p-CIP stab down -1, IDE cell inh 4 and IDE act 3.
For CCCOc1ccc(-c2nnc(-c3cccs3)o2)cc1 the results were IMP-1 inh -6.2, SUMO HTRF inh 8, HCV NS3 hel inh -2, VIM-2 inh -3.7, GalR3 antagonist 8, CRFR2-BP antag -1, p-CIP stab down 8, IDE cell inh -8 and IDE act 0.
Screening CCOc1cc(C2NC(=O)CCC2[N+](=O)[O-])cc(Br)c1OC (stereo not drawn) returned IMP-1 inh -0.9, SUMO HTRF inh 8, HCV NS3 hel inh -9, VIM-2 inh -1.4, GalR3 antagonist -11, CRFR2-BP antag 4, p-CIP stab down -19, IDE cell inh -3 and IDE act 0.
For O=C(CN1C(=O)S/C(=C\c2ccccc2)C1=O)Nc1cc([N+](=O)[O-])ccc1O the results were IMP-1 inh -1.9, SUMO HTRF inh 10, HCV NS3 hel inh 16, VIM-2 inh -0.2, GalR3 antagonist -9, CRFR2-BP antag -2, p-CIP stab down -14, IDE cell inh 2 and IDE act 4.
Screening Cc1cc(-c2nc(C)c(C(=O)NNC(=O)NC(C)C)s2)no1 returned IMP-1 inh -0.6, SUMO HTRF inh 1, HCV NS3 hel inh -9, VIM-2 inh -3.6, GalR3 antagonist -2, CRFR2-BP antag -4, p-CIP stab down -6, IDE cell inh 6 and IDE act 4.
`Cc1c(-c2ccccc2)nc2ccccc2c1C(=O)Nc1ccncc1` gave IMP-1 inh -3.0, SUMO HTRF inh 3, HCV NS3 hel inh -3, VIM-2 inh -3.3, GalR3 antagonist 5, CRFR2-BP antag -15, p-CIP stab down 0, IDE cell inh 3 and IDE act 4.
O=C(COC(=O)CCc1nc2ccccc2n1-c1ccccc1)Nc1ccc(N2CCCCC2)cc1 was read as IMP-1 inh -1.3, SUMO HTRF inh -7, HCV NS3 hel inh -3, VIM-2 inh -3.2, GalR3 antagonist -7, CRFR2-BP antag 21, p-CIP stab down -3, IDE cell inh -1 and IDE act -3.
`COc1ccc(-c2cc(C(=O)Nc3cccc(C(C)=O)c3)no2)cc1` gave IMP-1 inh -5.5, SUMO HTRF inh -2, HCV NS3 hel inh 1, VIM-2 inh -2.4, GalR3 antagonist -3, CRFR2-BP antag 17, p-CIP stab down 1, IDE cell inh 12 and IDE act 6.
Screening O=C(COC(=O)c1ccc(S(=O)(=O)N2CCCC2)cc1)Nc1cccc(Cl)c1 returned GalR3 antagonist -3, CRFR2-BP antag -13, IDE cell inh 0 and IDE act 2.
`CCc1cc(-c2n[nH]c(C)c2Oc2ccc(C(C)C)cc2)c(O)cc1O` gave IMP-1 inh -4.6, SUMO HTRF inh -6, HCV NS3 hel inh -14, VIM-2 inh -3.1, GalR3 antagonist -3, CRFR2-BP antag -4, p-CIP stab down -7, IDE cell inh 2 and IDE act 11.
Screening CCCS(=O)(=O)N1CCCC(C(=O)N2CCN(c3ccccn3)CC2)C1 (stereo not drawn) returned IMP-1 inh 1.2, SUMO HTRF inh 3, HCV NS3 hel inh 12, VIM-2 inh -3.4, GalR3 antagonist -6, CRFR2-BP antag 6, p-CIP stab down -9, IDE cell inh -1 and IDE act 0.
For COc1ccccc1C(=O)Nc1ccc(S(=O)(=O)N2CCCCC2)cc1 the results were IMP-1 inh -2.2, SUMO HTRF inh -4, HCV NS3 hel inh -10, VIM-2 inh -1.6, GalR3 antagonist -3, CRFR2-BP antag 8, p-CIP stab down 9, IDE cell inh 4 and IDE act -1.
`CCOc1ccccc1C(=O)Nc1nn[nH]n1` gave IMP-1 inh -1.8, SUMO HTRF inh 7, HCV NS3 hel inh 12, VIM-2 inh 1.5, GalR3 antagonist -4, CRFR2-BP antag 38, p-CIP stab down -12, IDE cell inh 0 and IDE act -1.
For COC(=O)c1c(N)c(C#N)c2n1CCCCC2 the results were IMP-1 inh -1.8, SUMO HTRF inh 3, HCV NS3 hel inh 23, VIM-2 inh 4.2, GalR3 antagonist -7, CRFR2-BP antag 11, p-CIP stab down 6, IDE cell inh 3 and IDE act -5.
Screening COc1cccc(/C=N/NC(=O)CCCC(=O)Nc2ccc(Br)cc2)c1 returned IMP-1 inh -3.8, SUMO HTRF inh -3, HCV NS3 hel inh 10, VIM-2 inh -4.2, GalR3 antagonist 1, CRFR2-BP antag -31, p-CIP stab down -12, IDE cell inh 12 and IDE act -2.
For CC1(C)Cc2c(sc3ncn4nc(CCC(=O)O)c(=O)nc4c23)CO1 the results were IMP-1 inh -3.6, SUMO HTRF inh 38, HCV NS3 hel inh 2, VIM-2 inh -2.3, GalR3 antagonist -3, CRFR2-BP antag -19, p-CIP stab down 5, IDE cell inh 1 and IDE act -5.
`O=C1N[C@@H](c2ccccc2)COC(=O)[C@H](Cc2ccc(F)cc2)CC/C=C/C[C@H]1CC(=O)N(CCO)Cc1ccccc1` gave GalR3 antagonist -7, CRFR2-BP antag -5, IDE cell inh -5 and IDE act 4.
`CCCCCc1nc2ccccc2c(=O)n1N` gave IMP-1 inh -3.7, SUMO HTRF inh -6, HCV NS3 hel inh 10, VIM-2 inh -1.6, GalR3 antagonist 0, CRFR2-BP antag 18, p-CIP stab down -14, IDE cell inh -1 and IDE act 1.
Screening CCOC(=O)CN(C(=O)COc1nc(-c2ccccc2)cc(C)c1C#N)c1ccccc1C returned IMP-1 inh -3.3, SUMO HTRF inh -3, HCV NS3 hel inh -3, VIM-2 inh -2.5, GalR3 antagonist -8, CRFR2-BP antag -5, p-CIP stab down -2 and IDE cell inh 0.
Screening NS(=O)(=O)c1ccc(CNC(=O)c2ccc(NS(=O)(=O)c3ccc4[nH]c(=O)[nH]c4c3)cc2)cc1 returned GalR3 antagonist -1, CRFR2-BP antag -2, IDE cell inh 0 and IDE act 4.
O=C1CN(C(=O)/C=C/c2ccccc2)CCN1 was read as IMP-1 inh -1.6, SUMO HTRF inh 15, HCV NS3 hel inh -7, VIM-2 inh -2.3, GalR3 antagonist -10, CRFR2-BP antag -8, p-CIP stab down -9, IDE cell inh -2 and IDE act 2.
Screening C/C(=C\C(=O)c1ccc(C)cc1)Nc1cccc(O)c1 returned IMP-1 inh -1.0, SUMO HTRF inh 7, HCV NS3 hel inh -1, VIM-2 inh 0.1, GalR3 antagonist 0, CRFR2-BP antag 7, p-CIP stab down -7, IDE cell inh -4 and IDE act 2.
For CCN(CC)S(=O)(=O)N1CCN(S(=O)(=O)N2CCOCC2)CC1 the results were IMP-1 inh -1.9, SUMO HTRF inh -8, HCV NS3 hel inh -6, VIM-2 inh -1.8, GalR3 antagonist -1, CRFR2-BP antag -8, p-CIP stab down -21, IDE cell inh 1 and IDE act -4.
`O=C(CCc1nnc2ccc(NCc3ccco3)nn12)N1CCN(c2ccccc2)CC1` gave IMP-1 inh -2.2, SUMO HTRF inh -7, HCV NS3 hel inh 6, VIM-2 inh -1.3, GalR3 antagonist -7, CRFR2-BP antag 16, p-CIP stab down 3, IDE cell inh 3 and IDE act 3.
For COCCN1C=C2C(=O)C(C)(OC(=O)c3cccs3)C(=O)C=C2C=C1CCCC(=O)OC (stereo not drawn) the results were SUMO HTRF inh 2, GalR3 antagonist -6, CRFR2-BP antag -6, p-CIP stab down -9, IDE cell inh 5 and IDE act 2.
